KDM5B inhibitor: inhibitors of human KDM5B histone demethylase; Q9UGL1; 220,000 compounds, 2.6% hits; KDM5B demethylase, FDH-coupled NADH fluorescence (FDH is formaldehyde dehydrogenase); Potency, µM (highest dose often 57.7 µM), inactives show at the top dose activity change, negative = inhibition, actives largely listed as inhibitors; active = well fitted inhibition curve with a large enough effect; inconclusive = small, poorly fitted or top-dose-only effect; inactive = no such curve, though single readings can be large or run the other way; note: 0% is about no effect; nearly all actives have a fitted effect of over 70% in size
Target sequence (Q9UGL1 whole entry, looked up): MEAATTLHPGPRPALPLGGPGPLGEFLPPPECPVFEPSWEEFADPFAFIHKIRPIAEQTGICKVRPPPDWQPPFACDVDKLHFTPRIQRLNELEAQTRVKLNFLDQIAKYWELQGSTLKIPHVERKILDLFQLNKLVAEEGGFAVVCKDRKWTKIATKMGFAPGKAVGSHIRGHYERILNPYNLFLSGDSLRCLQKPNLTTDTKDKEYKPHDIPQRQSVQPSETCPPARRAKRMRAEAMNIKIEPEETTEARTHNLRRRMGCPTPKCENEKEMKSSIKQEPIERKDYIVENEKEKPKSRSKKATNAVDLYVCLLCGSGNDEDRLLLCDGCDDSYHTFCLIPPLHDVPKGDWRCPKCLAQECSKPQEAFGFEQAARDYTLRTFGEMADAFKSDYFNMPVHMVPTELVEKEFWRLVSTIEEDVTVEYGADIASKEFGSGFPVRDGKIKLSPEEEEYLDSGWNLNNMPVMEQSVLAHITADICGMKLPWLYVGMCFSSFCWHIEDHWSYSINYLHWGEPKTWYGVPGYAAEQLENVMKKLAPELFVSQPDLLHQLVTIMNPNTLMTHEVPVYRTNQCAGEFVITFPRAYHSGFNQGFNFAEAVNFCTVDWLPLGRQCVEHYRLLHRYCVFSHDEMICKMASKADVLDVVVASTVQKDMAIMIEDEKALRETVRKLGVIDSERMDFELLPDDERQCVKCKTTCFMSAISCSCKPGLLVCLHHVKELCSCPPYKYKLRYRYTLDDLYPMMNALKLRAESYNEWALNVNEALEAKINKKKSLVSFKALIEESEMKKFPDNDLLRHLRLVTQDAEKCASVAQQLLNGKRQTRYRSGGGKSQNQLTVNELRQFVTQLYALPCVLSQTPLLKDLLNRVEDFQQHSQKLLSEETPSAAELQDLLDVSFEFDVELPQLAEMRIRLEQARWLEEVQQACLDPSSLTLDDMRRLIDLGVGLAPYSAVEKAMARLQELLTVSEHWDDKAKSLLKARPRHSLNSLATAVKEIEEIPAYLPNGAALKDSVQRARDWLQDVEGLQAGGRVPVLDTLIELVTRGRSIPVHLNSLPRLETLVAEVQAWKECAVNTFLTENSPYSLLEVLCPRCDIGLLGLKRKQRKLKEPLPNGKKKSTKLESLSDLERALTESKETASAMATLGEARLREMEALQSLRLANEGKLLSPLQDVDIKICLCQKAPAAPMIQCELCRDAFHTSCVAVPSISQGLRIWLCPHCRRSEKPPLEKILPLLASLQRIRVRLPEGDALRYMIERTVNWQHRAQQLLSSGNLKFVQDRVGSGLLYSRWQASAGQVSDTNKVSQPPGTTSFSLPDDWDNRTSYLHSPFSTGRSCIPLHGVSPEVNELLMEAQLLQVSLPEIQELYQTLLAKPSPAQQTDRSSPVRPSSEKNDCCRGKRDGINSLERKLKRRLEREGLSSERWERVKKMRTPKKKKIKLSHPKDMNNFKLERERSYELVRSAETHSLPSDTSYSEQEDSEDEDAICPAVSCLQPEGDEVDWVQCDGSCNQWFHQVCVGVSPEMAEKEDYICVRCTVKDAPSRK
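qHTS format, multiple compound concentrations. Buffer 50 mM HEPES pH 7.5/0.01% Tween-20; 200 nM KDM5BΔAP final; 10 min compound preincubation; substrate-mix levels 12.5 µM peptide, 25 µM α-KG, 0.25 mM NAD⁺; 30 min RT; ΔRFU.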
The depositor's hits bear a star; ? = inconclusive; & = joins results of further samples; [ ] = dose if it differs, or a comment. Potency is the fitted concentration of half-maximal effect. This is a subset. The share of hits here may be higher or lower than overall.

SMILES | KDM5B inhibitor
Cc1ccc(NC(=O)Cn2c(=O)n(CCCCC(=O)NCCc3ccccc3)c(=O)c3ccccc32)c(C)c1 | 3%
COc1ccc2ccccc2c1CN1CCC2(CC1)[C@H](O)C[C@@H]2OCCN | 20%
O=S(=O)(Nc1nc2c(s1)CCCC2)c1ccc(Br)cc1 | 8%
Cc1cccc(C)c1NC(=O)Cn1nc2c(cc1=O)CCCCC2 | 54%[activator]
C[S+](=O)([O-])Nc1cccc(-c2nc(N3CCOCC3)cc3c2CN(CC2CC2)C3=O)c1 | 28µM*
Cc1ccc(S(=O)(=O)N(C)C)cc1NC(=O)COC(=O)C1=COCCO1 | 16%&9%
CNC(=O)CN(C)C(=O)CNC(=O)NC1CCCCC1 | 18%
Cc1cc(C)nc(SCc2ccc(-c3nc(C4CCOC4)no3)o2)n1 (stereo unspecified) | -8%
Cc1c(C)n(-c2cccc(F)c2)c2ncnc(Cl)c12 | 10%
CCOCCOc1nc2c(c(=O)n(C)c(=O)n2C)n1Cc1cccc2ccccc12 | 16%
COc1cccc(CNC(=O)Cn2c(=O)cc(C(F)(F)F)c3c(C)nn(C)c32)c1OC | -6%
COc1ccc(-c2nn3c(-c4ccccc4)nnc3c3ccccc23)cc1 | 2%
O=C(Nc1ccc2nnc(-c3ccc(C(=O)N4CCCCC4)cc3)n2c1)C1CCC1 | 20µM*
COCCn1c(C)cc(C(=O)N[C@@H]2CN(C)C[C@H]2CN(C)C)c1C | -1%
Clc1cccc(-c2cnc([C@@H]3COCCN3Cc3cnc4ccccc4c3)[nH]2)c1 | -13%[86.2 µM]

Single values from the entries so far.
For KDM5B inhibitor, Cc1cc(C)nc(SCc2ccc(-c3nc(C4CCOC4)no3)o2)n1 (stereo unspecified) is listed with -8%
For KDM5B inhibitor, C[S+](=O)([O-])Nc1cccc(-c2nc(N3CCOCC3)cc3c2CN(CC2CC2)C3=O)c1 is listed with 28µM*

Additional entries follow.
SMILES | KDM5B inhibitor
O=C(Nc1ccc(N2CCCCC2)c2ccncc12)C1CCN(C(=O)C2CC2)CC1 | -18%
N#C/C(=C\c1ccc(-c2ccc(Br)cc2)o1)c1nc2ccccc2[nH]1 | -7%
COCCN1CCC(N2CCN(C(=O)c3ccc(Cl)s3)CC2)C1=O (stereo unspecified) | 12%
O=S1(=O)CCN(c2cccc(-c3nc(C4CCOC4)no3)c2)CC1 (stereo unspecified) | ?
Cc1c(C(=O)OC2CCCCCC2)[nH]c2c1C(=O)CC(c1ccc(Cl)cc1)C2 (stereo unspecified) | -1%
CC(=O)N1CCC(C(=O)N2CCn3nc(Cc4ccccc4)cc3C2)CC1 | -19%
O=C(Cn1cc(SCc2ccccc2)c2ccccc21)N1CCCCC1 | ?
O=C(C1Cn2cccc2C(=O)N1Cc1ccccc1)N1CCOCC1 (stereo unspecified) | 4%
CN1CC[C@H](c2nc3ccccc3[nH]2)C1 | ?
COc1cc2c(cc1OC)C(CNC(=O)c1cccc(F)c1)N(C(=O)Nc1ccc(C)cc1)CC2 (stereo unspecified) | -16%
Cc1cc2c(cc1S(=O)(=O)N(C)CC(=O)N1CCCCC1)OC(C)C(=O)N2 (stereo unspecified) | 7%
OCC1CN(Cc2cccnc2)CCC12CCN(Cc1cccc(O)c1)CC2 (stereo unspecified) | 16%
O=C(O)CSCC(=O)N[C@H]1CO[C@H]2[C@@H]1OC[C@@H]2Nc1nccc(-c2cccc(F)c2)n1 | 25µM*
COc1ccc2c(ccn2CC(=O)NCc2ccccc2OC)c1 | 7%
COc1cccc(CNC(=O)C2CCN(Cc3cc4ccccc4n3Cc3ccc(C)cc3)CC2)c1 | -29%

6 entries from above, in markdown:
| smiles | KDM5B inhibitor |
| --- | --- |
| O=C(C1Cn2cccc2C(=O)N1Cc1ccccc1)N1CCOCC1 (stereo unspecified) | 4% |
| COc1cccc(CNC(=O)C2CCN(Cc3cc4ccccc4n3Cc3ccc(C)cc3)CC2)c1 | -29% |
| COc1ccc(-c2nn3c(-c4ccccc4)nnc3c3ccccc23)cc1 | 2% |
| CC(=O)N1CCC(C(=O)N2CCn3nc(Cc4ccccc4)cc3C2)CC1 | -19% |
| COc1ccc2c(ccn2CC(=O)NCc2ccccc2OC)c1 | 7% |
| N#C/C(=C\c1ccc(-c2ccc(Br)cc2)o1)c1nc2ccccc2[nH]1 | -7% |

Further structures
SMILES | KDM5B inhibitor
CC1CCCN(C(=O)c2ccc(S(=O)(=O)Nc3ccccc3Cl)cc2)C1 (stereo unspecified) | -6%&-5%
Cc1cc(C)c2c(CC(=O)N(Cc3ccc(N(C)C)cc3)Cc3ccco3)coc2c1 | 6%
CC(CN1CCCC1)CN(C)c1nc(CCN)nc2ccccc12 (stereo unspecified) | -16%
CN(C(=O)NCc1noc2ccccc12)c1cccc(Cl)c1 | 1%
N#CCC(=O)Nc1ccccc1Oc1ccccc1 | 3%
COc1cccc(-n2c(=O)c3c4c(sc3n(Cc3ccc(C)cc3)c2=O)CCCC4)c1 | -11%
O=C(Cc1ccccc1)Nc1ccc(O)c(-c2nc3ccccc3o2)c1 | -17%
Cc1nc(C(F)(F)F)ccc1C(=O)Nc1ccc2ccccc2n1 | 29%
Fc1cccc(Cl)c1CNc1ccc(Cl)cc1 | 3%
CC1CCC2(CC1)NC(=O)N(CC(=O)Nc1ccc(C(F)(F)F)cc1)C2=O (stereo unspecified) | 6%
O=S(=O)(Cc1ccc2c(c1)OCO2)c1ccc2ccccc2c1 | 3%
O=C(Nc1ccc(F)cc1Cl)c1nc2ccccc2nc1N1CCCCC1 | 17%
COc1ccc(C(=O)OCC(=O)NCCCc2ccccc2)cc1OC | 32%
CCc1ccccc1NC(=O)c1n[nH]c(=O)c2ccccc12 | 25%
COC(=O)c1ccc(OCC2c3cc(OC)c(OC)cc3CCN2C(=O)c2ccc(F)cc2)cc1 (stereo unspecified) | -10%
CCOC(=O)c1ccccc1NC(=O)CSc1ccc(-c2ccccn2)nn1 | ?
CCc1cc2c(SCC(=O)NCC3CCCO3)ncnc2s1 (stereo unspecified) | -7%
CC1CCC(C)[S+]1c1cc(O)ccc1O (stereo unspecified) | ?
CC(C)c1noc(C2CCCN2S(=O)(=O)N2CCCCCC2)n1 (stereo unspecified) | 8%
CSCC[C@H](NC(=O)CSc1cc(Cl)ccc1Cl)c1nc2ccccc2[nH]1 | 4%
C=CCNC(=S)N(CC)CC | 18%
CC(=O)N1CCN(c2ccc(C=O)cc2)C(=O)C1 | ?
CCS(=O)(=O)N(Cc1ccc(Cl)c(Cl)c1)c1c(C)n(C)n(-c2ccccc2)c1=O | ?
COc1ccc(-c2cnc(C)o2)cc1S(=O)(=O)Nc1ccc(F)cc1F | -25%
O/C=c1\ccc2cccc3nc(C(F)(F)F)nc1c23 | -20%
NC(=O)[C@H](CC1CCCCC1)NC(=O)[C@@H]1CN(C(=O)c2cccnc2)CCN1C(=O)C1CCNCC1 | 44%[activator]
COc1ccc(NC(=O)CN2C(=O)COc3ccc(S(=O)(=O)N4CCOCC4)cc32)cc1 | 6%
CC(C)n1cc(-c2nc3cc(S(=O)(=O)N4CCCC4)ccc3n2C)cn1 | -22%
CC1(CCCCc2ccccc2)COc2ccc(C(=O)NCCc3cnc[nH]3)cc2N1 (stereo unspecified) | 32µM*
O=C1Nc2ccc(-c3ccc(Cl)cc3)cc2C(=O)N2CCN(C(=O)c3cccc(F)c3)C[C@H]12 | ?
CC(=O)Nc1ccc(S(=O)(=O)N[C@H]2CO[C@H]3[C@@H]2OC[C@@H]3Nc2nccc(-c3cccc(F)c3)n2)cc1 | ?
Cc1cc(Br)ccc1NC(=O)C1CCCN(S(=O)(=O)c2cccc3nonc23)C1 (stereo unspecified) | -28%
COc1ccc(-c2nc(CSCC(=O)NCc3ccc4c(c3)OCO4)c(C)o2)cc1OC | -15%
CC[C@@]1(O)CCN(C(=O)CCc2nc(-c3ccco3)no2)C[C@H]1O | ?
O=c1cc(CN2CCCC(c3nccn3Cc3ccccc3)C2)[nH]c(=O)[nH]1 (stereo unspecified) | -16%
CCc1ccc2oc(-c3cccc(NC(=O)c4cc(OC)c(OC)c(OC)c4)c3)nc2c1 | ?
COCCN1Cc2[nH]nc(-c3ccccc3OCc3ccccc3)c2CC1=O | -22%[86.2 µM]
COc1ccc(CNc2ncnc3c2CN(c2ccc(C)cc2)C(=O)CN3C)cc1 | -18%
C[C@@H]1CN(C(=O)c2ccn(C(C)(C)C)c2)CC[C@@]1(O)C1CCOCC1 | -15%
Cc1ccc(NC(=O)c2c(NC(=O)c3ccc(F)cc3)sc3c2CCCC3)cc1C | -12%
CC(C)[C@@H]1CN(C(=O)CCCn2cncn2)C[C@H]1NS(=O)(=O)N(C)C | -16%
Cc1ccc(C)c(S(=O)(=O)N(C)c2ccc(OC(=O)CN3C(=O)NC4(CCCC4)C3=O)cc2)c1 | 11%
Cc1nnc(-c2cc(Nc3cccc(N(C)C)c3)ccn2)n1C1CCCCC1 | ?
O=C(Nn1c(-c2cccc(Cl)c2)nc2ccccc2c1=O)c1ccccc1Br | 3%
Cc1ccc(-c2cc(C(F)(F)F)c(C#N)c(SCC(=O)Nc3ccccc3F)n2)cc1 | -19%
COCCNC(=O)CSc1nnc(-c2ccc(OC)c(OC)c2)c(-c2ccc(OC)c(OC)c2)n1 | ?
CCc1nn2c(=O)cc(COC(=O)c3ccc(NC(=O)CCc4ccccc4)cc3)nc2s1 | ?
N#C/C(=C/c1ccccc1OCc1ccccc1)c1cccc(F)c1 | -6%
COc1ccc(OC)c(Nc2nc3ccccc3nc2-n2nc(C)cc2C)c1 | -22%
CS(=O)(=O)N(Cc1cccnc1)C1CN(C(=O)CCCc2c[nH]c3ccccc23)C1 | 2%
CCn1ccc(C(=O)N2CCC3(CC2)C(=O)N(C)c2ccccc23)n1 | -1%
Cc1c(C(=O)N[C@H]2[C@H]3CCO[C@H]3[C@@H]2N(C)C)[nH]c2c(F)cccc12 | ?
C=CCN1CCN(C(=O)C2CCN(C(=O)N3CC4CC(C3)[C@H]3CCCC(=O)N3C4)CC2)CC1 (stereo partly specified) | -19%
FC(F)(F)c1cc(N2CCNCC2)c2ccccc2n1 | 43%[activator]
CC(C)n1c(=N)c(C(=O)NCc2ccccc2)cc2c(=O)n3ccccc3nc21 | ?
CCCCCNc1nc2sc3c(c2c(=O)n1-c1cccc(Cl)c1)CCN(C)C3 | ?
O=C(NNc1c(Cl)cc(Cl)cc1Cl)c1n[nH]c(=O)c2ccccc12 | 31%[activator]
CCn1ccc(C(=O)N2CCCN(c3cc(-c4ccc(OC)cc4)[nH]n3)CC2)n1 | ?
CCOc1ccc(N2C(=O)c3ccccc3NC2c2cn(C)c(=O)n(C)c2=O)cc1 (stereo unspecified) | 5%
CCOc1ccc(C(=O)CCC(=O)OCC(=O)c2ccc(OC)c(Br)c2)cc1 | 4%

Among those listed so far, five have bromine:
SMILES | KDM5B inhibitor
O=S(=O)(Nc1nc2c(s1)CCCC2)c1ccc(Br)cc1 | 8%
N#C/C(=C\c1ccc(-c2ccc(Br)cc2)o1)c1nc2ccccc2[nH]1 | -7%
Cc1cc(Br)ccc1NC(=O)C1CCCN(S(=O)(=O)c2cccc3nonc23)C1 (stereo unspecified) | -28%
O=C(Nn1c(-c2cccc(Cl)c2)nc2ccccc2c1=O)c1ccccc1Br | 3%
CCOc1ccc(C(=O)CCC(=O)OCC(=O)c2ccc(OC)c(Br)c2)cc1 | 4%

Other results:
SMILES | KDM5B inhibitor
FC(F)(F)c1ccc(CCNC(=S)NC2CC2)cc1 | 12%
Cc1ccc2[nH]c(CSc3nnc(-c4ccccc4)n3C)cc(=O)c2c1 | 8%
Cc1ccc(COc2cccc(C3C4=C(CCCC4=O)OC4=C3C(=O)CCC4)c2)cc1 | -11%
CCOC(=O)c1cnn2c(C(F)(F)F)cc(-c3ccc(Br)cc3)nc12 | -4%
COc1ccccc1CN1CCN(Cc2nc(-c3cccs3)no2)CC1 | -9%
NCCNCCc1ccccc1 | 16%
COc1ccccc1NC(=O)CN1CCN(c2ccccc2)CC1 | 16%
Cc1cccc(-n2c(SCc3nc4ccccc4o3)nnc2N2CCOCC2)c1 | 7%
Cc1cc(N2C(=O)c3ccccc3C2=O)n(C)n1 | 10%
CCOc1ccccc1CNC(=O)Cn1nc(N2CCN(c3ccccc3)CC2)ccc1=O | 2%
O=C(Nc1ccccc1-c1nc(Cc2ccccc2)no1)c1cccs1 | 9%
CC(C)Cn1cnc2nc(CSc3ccccc3NC(=O)c3ccccc3F)cc(=O)n21 | 1%
CCOc1nccnc1NC1CCN(S(=O)(=O)C2CC2)CC1 | 32µM*
COCCCN(CCC(=O)NCc1ccc2c(c1)OCO2)C(=O)c1cc(C)oc1C | ?
COc1ccc(S(=O)(=O)NCCc2nnc3ccc(SCc4ccccc4Cl)nn23)cc1 | 8%
CN(C)c1cccc2c1c(NC(=O)Nc1ccc(F)cc1F)nn2C | -27%
CN1[C@@H](CCC(=O)NCc2ccc(F)cc2)CNC(=O)[C@@H]2[C@H]1CCN2Cc1ccc(F)cc1 | -5%
CCOC(=O)C1=C(C)N=C2SC=C(CC(=O)NCCc3cccs3)N2C1c1ccccc1F (stereo unspecified) | ?
COc1ccc(CCNC(=O)C(=O)NCC(c2ccco2)S(=O)(=O)c2ccc(C)cc2)cc1 (stereo unspecified) | -8%
CC(=O)OCC1OC(n2cc(F)c(=O)[nH]c2=O)C(OC(C)=O)C1OC(C)=O (stereo unspecified) | 1%
CCCOc1ccccc1C(=O)N(Cc1ccc(C)cc1)C1CCS(=O)(=O)C1 (stereo unspecified) | 19%
CSc1cccc(NC(=S)NCCSc2ccc(Cl)cc2)c1 | ?
CCOc1ccc2nc(COc3ccc(C)cc3)[nH]c2c1 | 1%
CCOC(=O)c1c(NC(=O)c2ccc(S(=O)(=O)N(CC)CC)cc2)sc2c1CCCCC2 | ?
O=C(O)C[C@@H]1CCN(C(=O)Nc2ccccc2)C[C@@H]1CCN1CCN(c2ccccn2)CC1 | -22%
Cc1nc(C)c(CN2CCOC[C@H](Oc3cnccn3)C2)s1 | -13%[86.2 µM]

Screening results as filed in PubChem BioAssay.
